Screening results deposited in PubChem BioAssay by NMMLSC.
Bim-Bcl-W: inhibitors of Bim-Bcl-W interaction, human; bead-based flow cytometry, Bim peptide-Bcl-W binding; 0.02% of 190,000 active; Q92843; AID 952; inhibition, % at 10 µM;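 further: 0% = bound tracer without compound and 100% = peptide blocker; higher means less fluorescent Bim peptide bound to Bcl-W beads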
Target sequence (Q92843 whole entry, looked up): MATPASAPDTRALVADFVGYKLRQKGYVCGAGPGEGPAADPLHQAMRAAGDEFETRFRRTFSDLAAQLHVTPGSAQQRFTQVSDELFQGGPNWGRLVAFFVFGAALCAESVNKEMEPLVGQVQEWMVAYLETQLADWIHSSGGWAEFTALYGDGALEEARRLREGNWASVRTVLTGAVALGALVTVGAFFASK
Bim-Bcl-B: disrupts Bim peptide binding to human Bcl-B | Q9HD36 | bead-based flow cytometry | inhibition, % at 10 µM | 0.073% of 190,000 active | AID 951;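 further: 0% = tracer peptide without compound and 100% = reference inhibitor peptide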
Target sequence (Q9HD36 whole entry, looked up): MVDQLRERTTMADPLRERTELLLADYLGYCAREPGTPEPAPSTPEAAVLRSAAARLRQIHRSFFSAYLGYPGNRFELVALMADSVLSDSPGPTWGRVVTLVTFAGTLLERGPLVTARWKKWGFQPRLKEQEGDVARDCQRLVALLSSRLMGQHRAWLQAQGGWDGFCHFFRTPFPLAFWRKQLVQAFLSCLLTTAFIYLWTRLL
ABCB1 block: blocks JC-1 efflux by human ABCB1 transporter; inhibition, % at 6.6 µM; CCRF-Adr cells, flow cytometry; 0.067% of 190,000 active; AID 1326; in the data active means inhibition above about 40%;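 further: 0% = vehicle and 100% = reference inhibitor; higher value means more JC-1 retained so stronger ABCB1 efflux block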
GSH fluor: GSH bead compound fluorescence profile. AID 1776. fluorescence (KMESF) at 10 µM. GSH beads flow cytometry, compound fluorescence 488/530 nm; hits give high values. 0.25% of 190,000 active; in the data active means fluorescence above about 89;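 further: glutathione beads carrying GST-tagged Bcl family fusion proteins plus one bare bead set; values are compound well signal with DMSO vehicle wells as background; inactives centre near 16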
Avidin fluor: avidin bead compound fluorescence profile | 0.38% of 220,000 active | Avidin beads, compound fluorescence 488/530 nm, flow cytometry; hits give high values | fluorescence (KMESF) at 10 µM; in the data active means fluorescence above about 47; further: inactives centre near 10
Bim-Bcl-XL: disrupts Bim peptide binding to human Bcl-XL. bead flow cytometry, fluorescence. inhibition, % at 10 µM. 0.04% of 190,000 active. AID 1007
Target sequence (Q07817 whole entry, looked up): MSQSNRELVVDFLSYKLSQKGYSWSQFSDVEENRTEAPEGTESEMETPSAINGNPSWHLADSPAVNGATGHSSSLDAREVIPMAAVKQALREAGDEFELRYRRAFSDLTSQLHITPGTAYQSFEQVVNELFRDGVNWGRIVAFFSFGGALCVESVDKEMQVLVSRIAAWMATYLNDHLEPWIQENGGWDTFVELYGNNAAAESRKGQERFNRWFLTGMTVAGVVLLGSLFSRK
ABCG2 block: inhibitors of human ABCG2 transporter, ABCB1 counter-screen. IgMXP3 cells, JC-1 efflux, flow cytometry. 0.1% of 190,000 active. inhibition, % at 6.6 µM;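 active means inhibition above 80%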;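 further: 0% = DMSO and 100% = nicardipine control wells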
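Test system: IgMXP3 (ABCG2) plus far-red-tagged CCRF-Adr (ABCB1) cells / Amount: 3 million cells/mL in well / Reagent: JC-1 transporter substrate / Timing: 10 min compound exposure, 25 °C / Signal: flow cytometry, 530 nm JC-1 signal / Read-out: percent efflux inhibition, scaled nicardipine 100% to DMSO 0% / Benchmarks: nicardipine as high control, DMSO as low control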
RGS7-Gao reg: modulates binding of RGS7 to human Galphao; AID 1439; Multiplexed bead flow cytometry; actives lie on both sides; 0.35% of 220,000 active; P09471; binding response (% of control), % at 10 µM; in the data active means binding response below about 49% or above about 150%; inconclusive means no clear call, values can overlap the other calls; inactive means in between;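 further: fluorescent Galphao held in activated GDP-AlF4 state binding bead-coupled RGS7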
Target sequence (P09471 whole entry, looked up): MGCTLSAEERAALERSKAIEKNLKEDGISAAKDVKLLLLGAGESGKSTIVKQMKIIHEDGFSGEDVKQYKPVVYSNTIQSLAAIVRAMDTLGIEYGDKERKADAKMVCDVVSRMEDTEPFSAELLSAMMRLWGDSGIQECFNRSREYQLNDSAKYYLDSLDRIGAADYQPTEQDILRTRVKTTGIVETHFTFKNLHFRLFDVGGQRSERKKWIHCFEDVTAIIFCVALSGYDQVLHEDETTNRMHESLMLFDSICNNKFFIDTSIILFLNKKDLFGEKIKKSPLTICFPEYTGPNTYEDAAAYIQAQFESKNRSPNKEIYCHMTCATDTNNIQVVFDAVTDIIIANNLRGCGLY
Bfl-1 Bim block: inhibitors of Bim-Bfl-1 interaction, human. Q16548. Bead-based flow cytometry, Bim-Bfl-1 binding inhibition. inhibition, % at 10 µM. 0.12% of 190,000 active. AID 1008;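 further: 0% = wells without compound plus tracer and 100% = blocker peptide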
RGS4-Gao reg: human RGS4-Galphao interaction regulation; P09471; binding response (% of control), % at 10 µM; Multiplexed bead flow cytometry, RGS4-Galphao binding; actives lie on both sides; 0.33% of 220,000 active; in the data active means binding response below about 49% or above about 150%; inactive means in between;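 further: fluorescent Galphao activated with aluminum fluoride binding bead-coupled RGS4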
Bcl-2 Bim block: inhibitors of Bim-Bcl-2 interaction, human; Bead-based flow cytometry, Bim peptide-Bcl-2 binding; inhibition, % at 10 µM; 0.06% of 190,000 active; AID 950; in the data active means inhibition above about 40%; inconclusive means no clear call, values can overlap the other calls;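 further: 0% = no compound wells with probe peptide and 100% = reference peptide inhibitor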
Numbers without * were called inactive; u = inconclusive; x = not tested or not shown. Unless noted, no stated cut-off is given here; in the data, active means inhibition above about 40%.

Fields: Bim-Bcl-W	Bim-Bcl-B	ABCB1 block	GSH fluor	Avidin fluor	Bim-Bcl-XL	ABCG2 block	RGS7-Gao reg	Bfl-1 Bim block	RGS4-Gao reg	Bcl-2 Bim block
- O=C(CNC(=O)c1cccs1)OCC(=O)c1cccs1
  -2.0	-9.0	0.9	28	18	-3.0	2.8	95.8	-11.0	94.9	-10.0
- Cc1cc(C)c2nc(SCC(=O)NCCC3=CCCCC3)cc(C)c2c1
  -2.0	-23.0	0.7	9	11	-8.0	8.0	101.6	-1.0	98.5	-11.0
- O=C(NC1CCCCCCC1)C1CCN(S(=O)(=O)N2CCCC2)CC1
  -1.0	-11.0	0.4	25	6	-10.0	1.4	51.8	-14.0	57.9	-11.0
- C=CCn1c(=NC(=O)CC)n(C)c2ccccc21
  -5.0	-11.0	x	13	5	-8.0	1.6	92.6	-2.0	94.8	-2.0
- COC(=O)c1sc2nc(C)c([N+](=O)[O-])c(C)c2c1N
  -4.0	-3.0	0.8	18	9	-6.0	29.1	103.1	-2.0	102.0	-2.0
- O=C(Cc1ccc(-n2cccc2)cc1)NC1CCCCCC1
  -5.0	-6.0	1.5	13	4	-5.0	8.3	91.7	0.0	88.1	-3.0
- O=C(CSc1nnc(CNC(=O)c2cccs2)o1)NC1CCCC1
  3.0	-6.0	0.4	29	24	0.0	-2.0	104.0	-11.0	100.6	-2.0
- CC1CCN(C(=O)CNC(=O)Cc2ccccc2)CC1
  1.0	0.0	-0.7	9	10	0.0	2.9	94.4	-1.0	96.6	-2.0
- CCOC(=O)c1cnc2cc(Cl)c(OC)cc2c1NCC1CCCO1 (stereo unspecified)
  0.0	0.0	11.8	23	14	0.0	6.8	98.3	-1.0	95.7	0.0
- COc1cc(C(=O)Nc2nnc(-c3sccc3C)s2)cc(OC)c1OC
  -2.0	-7.0	0.5	11	11	-2.0	2.7	101.5	-6.0	100.8	-10.0
- CCN(CC)S(=O)(=O)c1ccc(O)c(NC(=O)CN2CCc3ccccc3C2)c1
  3.0	-1.0	-0.1	15	11	0.0	3.8	u	-2.0	100.0	0.0
- c1ccc2c(c1)OCCOCCOCCO2
  0.0	-5.0	0.5	13	12	-4.0	-0.5	u	-8.0	99.3	-4.0
- CCN(CC)C(=O)CSc1nnc(C2CCCCC2)o1
  -2.0	-1.0	0.3	11	15	-1.0	3.3	99.0	-3.0	96.2	-4.0
- CC(C)Nc1nnc(SC(C)C(=O)Nc2ccc(Cl)cn2)s1 (stereo unspecified)
  -4.0	-3.0	0.5	15	11	-7.0	3.9	98.9	-2.0	93.6	-4.0
- CCCOc1ccc(-c2nc(OC)c3ccccc3n2)cc1
  0.0	0.0	0.3	9	20	1.0	2.6	107.5	0.0	107.6	0.0
- CC(C)(C)OC(=O)NC(CO)c1cn([C@@H](Cc2cc3ccccc3[nH]2)C(=O)N2CCN(C(=O)OC(C)(C)C)CC2)nn1 (stereo partly specified)
  0.0	-3.0	0.3	19	5	2.0	0.7	101.4	-1.0	102.0	1.0
- c1cncc(C(c2nnnn2C2CCCC2)N2CCCC2)c1 (stereo unspecified)
  0.0	-6.0	0.8	26	11	-15.0	2.6	107.9	-13.0	108.1	-7.0
- Cc1ccc(NC(=S)N/N=C/c2c(C)nn(-c3ccccc3)c2N2CCCC2)cc1
  -3.0	-10.0	1.3	11	8	-8.0	4.2	98.9	2.0	100.8	-1.0
- CC1CCc2sc(NC(=O)C3CC(Cl)=CCC3C(=O)O)c(C#N)c2C1 (stereo unspecified)
  -3.0	0.0	-0.1	21	11	-4.0	0.6	106.1	-13.0	103.9	-4.0
- OC(COc1ccccc1)CN1CCN(CC(O)COc2ccccc2)CC1 (stereo unspecified)
  -1.0	-1.0	0.9	12	10	-1.0	0.6	u	-3.0	100.0	-2.0
- Cc1csc(Nc2ccccc2)n1
  0.0	-1.0	0.5	10	13	0.0	9.1	109.2	4.0	104.7	1.0
- COCCN(C(=O)CSc1nc2ccccc2c(=O)n1C(C)COC)c1c(N)n(Cc2ccccc2)c(=O)[nH]c1=O (stereo unspecified)
  -5.0	-3.0	0.2	12	13	-2.0	0.0	100.0	-6.0	101.5	-1.0
- CCOc1cc(-c2nc(-c3ccncc3)no2)cc(OCC)c1OCC
  -1.0	-9.0	0.8	24	8	-4.0	4.1	96.1	-10.0	102.2	-6.0
- C=CCn1c(=O)c2c(C)c(C)sc2n2c(Nc3ccc(OC)cc3)nnc12
  0.0	-7.0	7.2	24	22	0.0	21.7	97.1	-8.0	106.8	-2.0
- C/C(Cc1ccccc1)=N\NC(=O)CNC(=O)c1ccc(Br)cc1
  -2.0	-2.0	0.2	13	9	-2.0	6.9	98.6	-2.0	98.3	-5.0
- O=C1CCCN1c1ccc(S(=O)(=O)N2CCCCC2)cc1[N+](=O)[O-]
  0.0	-4.0	0.3	9	9	-4.0	0.6	98.0	-6.0	93.3	-7.0
- Cc1cc(=O)c2c(o1)CC(C)(C)CC2=O
  1.0	-5.0	-0.1	30	6	5.0	-0.6	102.1	-13.0	107.8	-8.0
- COc1ccc(C(=O)N/N=C(\C)c2ccc3c(c2)C2C=CCC2C(c2ccccc2)N3)cc1 (stereo unspecified)
  14.0	4.0	-1.0	20	7	4.0	-23.7	80.7	24.0	83.8	16.0
- O=c1cc2c(nn1Cc1cccc([N+](=O)[O-])c1)-c1ccccc1CC2
  -1.0	-3.0	1.0	16	8	-1.0	4.4	97.4	-6.0	101.2	-4.0
- CCn1ncc(C2=NOC(C(=O)Nc3cccc(O)c3)C2)c1C (stereo unspecified)
  2.0	-4.0	0.3	12	10	0.0	13.6	94.9	-2.0	100.5	0.0

Arranged by value in Avidin fluor (falling): three from the list above
molecule	Avidin fluor
O=C(CNC(=O)c1cccs1)OCC(=O)c1cccs1	18
COC(=O)c1sc2nc(C)c([N+](=O)[O-])c(C)c2c1N	9
C=CCn1c(=NC(=O)CC)n(C)c2ccccc21	5

Next section.
Fields: Bim-Bcl-W	Bim-Bcl-B	ABCB1 block	GSH fluor	Avidin fluor	Bim-Bcl-XL	ABCG2 block	RGS7-Gao reg	Bfl-1 Bim block	RGS4-Gao reg	Bcl-2 Bim block
- CCOC(=O)N1CCN(S(=O)(=O)c2ccc3[nH]c(=O)sc3c2)CC1
  -1.0	0.0	0.3	22	16	-2.0	0.6	97.6	-2.0	100.3	2.0
- CCCCCOc1ccc(NC(=O)C(=O)NCC2CCCN2CC)cc1 (stereo unspecified)
  0.0	0.0	-0.5	20	9	1.0	-3.5	93.9	1.0	94.6	-3.0
- CCOC(=O)c1sc2nc(C(C)C)c3c(c2c1N)CC(C)(C)OC3
  0.0	-4.0	0.9	10	15	-1.0	3.3	89.4	-1.0	83.0	-4.0
- CCN(CC(=O)NC1CCS(=O)(=O)C1)C(=O)/C=C/c1cccs1 (stereo unspecified)
  0.0	4.0	1.5	16	6	0.0	10.1	100.7	4.0	102.9	0.0
- C1=C2C[N+]3(CCCC3)CC2Cc2ccc3ccccc3c21 (stereo unspecified)
  -4.0	-9.0	-0.1	10	9	-2.0	0.7	104.5	-9.0	101.3	-8.0
- COc1ccccc1C(=O)NNC(=S)NC(=O)c1ccco1
  -5.0	-5.0	0.1	12	10	-8.0	0.2	101.2	-6.0	104.1	-7.0
- Cc1c(C(N)=O)sc2ncn(CC(=O)NCCc3ccccc3)c(=O)c12
  -1.0	-3.0	-0.1	10	9	-4.0	5.6	99.8	-2.0	102.9	0.0
- CC1(C)C(O)=C(c2nc3ccccc3[nH]2)C(=N)N1c1ccccc1
  -2.0	1.0	0.5	14	34	-2.0	2.9	102.4	-2.0	101.5	0.0
- COc1ccc(S(=O)(=O)Nc2ccc3c(c2)OCO3)cc1C(=O)O
  -3.0	-8.0	0.1	23	25	-10.0	-1.1	103.7	-18.0	98.0	-10.0
- CC(=O)c1c(C(C)=O)c(C)n(-c2ccc(C)c(NC(=O)c3ccccc3Cl)c2)c1C
  0.0	-8.0	2.2	13	7	-5.0	13.2	102.6	-17.0	99.1	-15.0
- COc1cccc(CNC(=O)N[C@@H](CC(C)C)C(=O)O)c1
  0.0	-11.0	-0.6	35	35	-8.0	26.3	107.5	-15.0	103.2	-7.0
- Cc1ccccc1C(=O)NC(=S)Nc1cccc(NC(=O)C(C)C)c1
  -1.0	-5.0	-0.5	15	10	0.0	2.5	106.8	-2.0	103.5	-3.0
- O=C(/C=C/c1cccc([N+](=O)[O-])c1)NCc1cccnc1
  -2.0	-5.0	1.0	13	6	-6.0	28.7	96.1	-11.0	97.7	-9.0
- Cc1ccccc1OCC(=O)NCC(=O)OCC(=O)c1ccc2ccccc2c1
  0.0	-6.0	-0.1	15	8	-5.0	-0.1	94.2	-11.0	98.1	-7.0
- CN(C)CC(=O)Nc1nc(-c2ccccc2)cs1
  -4.0	-7.0	1.3	58	10	6.0	5.1	104.0	-4.0	104.9	-10.0
- Cc1cc(/C=N/O)c(C)n1-c1ccc(Br)cc1
  -4.0	-6.0	0.3	11	6	-7.0	2.2	96.8	-6.0	100.2	0.0
- Cc1nc(SCc2ccccc2)c2ccsc2n1
  -1.0	-3.0	1.0	14	9	-4.0	9.6	u	-1.0	102.6	-4.0
- COc1ccc(C2C=C(c3cccs3)Nc3nc(CCCO)nn32)cc1 (stereo unspecified)
  -2.0	0.0	1.2	21	27	0.0	2.5	102.9	5.0	100.8	0.0
- S=c1[nH]nc(-c2ccccc2)n1CC1CCCO1 (stereo unspecified)
  0.0	-7.0	0.6	17	29	-2.0	1.4	103.1	2.0	96.5	0.0
- COc1ccc(S(=O)(=O)Nc2nccs2)cc1OC
  1.0	0.0	0.3	13	10	-2.0	1.1	98.2	-2.0	101.3	-4.0
- CCC(SC1=N/C(=C/c2ccccc2OC)C(=O)N1c1ccccc1)C(=O)Nc1cc(C)on1 (stereo unspecified)
  -2.0	-1.0	3.0	23	10	1.0	3.0	98.7	0.0	97.2	0.0
- C=C(C)c1cccc(C(C)(C)NC(=O)NCc2ccncc2)c1
  -1.0	-3.0	-0.1	11	10	0.0	3.1	101.0	-6.0	98.2	-3.0
- COC(=O)[C@H](CCSC)NC(=O)Nc1ccc(C)c(C)c1
  -6.0	-10.0	-0.1	38	15	-12.0	15.6	100.1	-23.0	96.8	-13.0
- CCNC(=O)CC1SC(=Nc2cccc3ccccc23)N(C)C1=O (stereo unspecified)
  -8.0	-10.0	1.0	17	4	-10.0	4.0	99.2	-3.0	101.8	-2.0
- Cc1cccc(-n2c(O)c(C=Nc3ccc(O)cc3)c3ccccc3c2=O)n1
  -4.0	-7.0	0.2	25	3	-5.0	20.8	100.3	-2.0	101.0	-2.0
- O=C(c1cccnc1)N1CCCc2ccccc21
  2.0	-4.0	-0.1	6	8	-2.0	0.1	102.7	-11.0	101.3	-3.0
- COc1ccc(C)cc1S(=O)(=O)N(C)CC(=O)NCc1ccco1
  0.0	-8.0	-0.1	42	15	-4.0	-0.7	101.6	-11.0	99.5	-6.0
